Thrombin inh: thrombin (human) inhibition | P00734 | AID 1046 | alpha-thrombin, Boc-VPR-AMC fluorogenic substrate cleavage | actives 0.26% (n = 220,000) | inhibition, % at 5 µM;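 active = inhibition at or above 40%; inactive = inhibition below 40%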;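 note: 0% = enzyme with no compound and 100% = wells without enzyme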
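Test system: human alpha-thrombin protein / Dosing: one concentration per compound, 5 µM, with 0.2% DMSO / Medium: pH 7.5 Tris-saline with Tween 20 / Benchmarks: no-compound enzyme wells and no-enzyme blanks / Read-out basis: percent inhibition of thrombin substrate cleavage / Timing: reaction at room temperature / Measured by: fluorescence, ex 355 nm, em 460 nm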
Hck-Nef inh: blocks Nef-activated human Hck kinase. P08631. Recombinant Hck-YEEI plus Nef, Z-Lyte FRET kinase assay. inhibition, % at 20 µM. actives 0.68% (n = 220,000);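 active = Hck-Nef kinase inhibition above about 50%, limit read from the data; inactive = inhibition below that limit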;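 note: 0% = DMSO with Hck plus Nef and 100% = Hck alone without Nef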
FXIa inh: blocks human coagulation factor XIa protease activity. P03951. purified FXIa, Boc-Glu-Ala-Arg-AMC fluorogenic substrate. inhibition, % at 5 µM. actives 0.14% (n = 220,000). AID 798;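 active = inhibition of at least 40%; inactive = inhibition below 40%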;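 note: fluorescence of freed AMC excited at 355 nm; 0% = enzyme without compound and 100% = no enzyme blank; many of its hits are not listed in these tables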
Wee1 degr inh: inhibitors of human Wee1 degradation. P30291. HeLa Luc-Wee1K328M stability, luciferase luminescence; 100% = proteasome inhibitor MG132 effect. reporter increase, % at 5 µM. actives 1.2% (n = 220,000). AID 1321;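 active = activation above the mean of all tested compounds plus 3 SD, set per screening run, cut at about 8.8% in these data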;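 note: cells exposed to compound for 20 h before luminescence read; 0% = DMSO alone and 100% = MG132 at 30 µM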
Runt-CBFb FRET: blocks binding of human RUNX1 Runt domain to CBFb. inhibition, % at 20 µM. actives 0.46% (n = 220,000). Q01196+Q13951. Cerulean-Runt/Venus-CBFb FRET ratio 530/480, 1 h. AID 1496;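 active = inhibition over about 50% at 20 µM in the single-dose screen, limit read from the data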;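 note: 0% = DMSO wells and 100% = excess unlabeled CBFb competitor control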
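Assay system: Cerulean-tagged RUNX1 Runt domain (FRET donor) fusion protein / Amount: 100 nM each of Venus-CBFb and Cerulean-Runt domain / Medium: Tris buffer pH 7.5 with salts and BSA / Also added: Venus-CBFb 100 nM / Schedule: 1 h complex formation plus 1 h compound treatment, room temperature / Signal: FRET fluorescence / Read-out: loss of energy transfer signal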
FXIIa inh 1536: blocks human coagulation factor XIIa protease activity; purified FXIIa, Boc-QGR-AMC fluorogenic substrate, 2 h; inhibition, % at 5 µM; actives 0.3% (n = 220,000); in the data active = inhibition above about 40%;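 note: 0% = enzyme with no compound and 100% = blank without enzyme; many of its hits are not listed in these tables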
Target sequence (P00748 20-372 limits assumed): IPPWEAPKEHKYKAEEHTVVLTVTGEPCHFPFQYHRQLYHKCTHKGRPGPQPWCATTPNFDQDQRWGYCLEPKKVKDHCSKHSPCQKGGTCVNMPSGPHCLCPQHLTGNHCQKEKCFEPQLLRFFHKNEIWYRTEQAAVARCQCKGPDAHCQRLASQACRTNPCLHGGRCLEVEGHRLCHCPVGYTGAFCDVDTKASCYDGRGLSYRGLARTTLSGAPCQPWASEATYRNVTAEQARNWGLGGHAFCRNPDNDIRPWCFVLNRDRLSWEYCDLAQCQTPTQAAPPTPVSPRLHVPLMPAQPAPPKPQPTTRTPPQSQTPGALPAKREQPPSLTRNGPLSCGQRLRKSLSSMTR
Target sequence (P00748 373-615 limits assumed): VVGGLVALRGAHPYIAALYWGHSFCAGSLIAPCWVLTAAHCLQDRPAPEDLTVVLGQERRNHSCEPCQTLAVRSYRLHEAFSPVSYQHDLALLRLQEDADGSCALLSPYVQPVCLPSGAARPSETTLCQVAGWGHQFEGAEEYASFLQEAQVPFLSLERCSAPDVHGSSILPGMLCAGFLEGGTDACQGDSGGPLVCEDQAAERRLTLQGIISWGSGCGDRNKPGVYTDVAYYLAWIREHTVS
Runt-SMMHC FRET: Runt domain-CBFb-SMMHC interaction inhibition. Cerulean-Runt/Venus-CBFb-SMMHC FRET ratio 530/480, 1 h. inhibition, % at 20 µM. actives 0.74% (n = 220,000);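 active = mean inhibition across duplicate retests at 20 µM reaching about 50%, limit read from the data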;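 note: 0% = DMSO wells and 100% = wells with excess untagged CBFb-SMMHC; inhibitors lower the FRET ratio by blocking Runt binding to CBFb-SMMHC; some results filed as inactive read as strong as hits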
KLK5 inh: kallikrein 5 (human) inhibition. Q9Y337. recombinant hK5, fluorogenic AMC substrate cleavage. inhibition, % at 5 µM. actives 0.59% (n = 210,000);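 active = inhibition of 40% or more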;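 note: 0% = enzyme controls without compound and 100% = no-enzyme blanks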
Target sequence (Q9Y337 67-293 limits assumed): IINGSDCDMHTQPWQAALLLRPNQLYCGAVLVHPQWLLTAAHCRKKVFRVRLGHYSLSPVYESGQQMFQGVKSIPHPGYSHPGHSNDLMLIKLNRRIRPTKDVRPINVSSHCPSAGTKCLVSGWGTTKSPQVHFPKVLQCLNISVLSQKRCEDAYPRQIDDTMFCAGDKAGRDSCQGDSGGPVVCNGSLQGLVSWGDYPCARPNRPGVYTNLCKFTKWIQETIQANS
14-3-3 Bad PPI: disrupts binding of bovine 14-3-3 zeta to phospho-Bad peptide; P63103; TR-FRET 14-3-3zeta/Dy647-pBad peptide displacement, 1 h; inhibition, % at 21.7 µM; actives 0.71% (n = 220,000); AID 781;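 active = inhibition above about 70%, limit read from the data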;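 note: 0% = full 14-3-3 plus peptide FRET controls and 100% = background without 14-3-3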
Target sequence (P63103 whole entry, looked up): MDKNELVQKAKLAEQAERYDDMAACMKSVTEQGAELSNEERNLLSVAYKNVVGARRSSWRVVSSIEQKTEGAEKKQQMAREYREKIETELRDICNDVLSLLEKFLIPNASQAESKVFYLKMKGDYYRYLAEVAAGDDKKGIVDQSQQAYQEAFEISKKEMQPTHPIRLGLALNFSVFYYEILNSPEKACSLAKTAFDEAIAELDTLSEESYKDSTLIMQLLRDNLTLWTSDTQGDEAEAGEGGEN
Starred values were filed as active, the others as inactive; · = no result given; [ ] = dose if it differs, or a comment.

SMILES	Thrombin inh	Hck-Nef inh	FXIa inh	Wee1 degr inh	Runt-CBFb FRET	FXIIa inh 1536	Runt-SMMHC FRET	KLK5 inh	14-3-3 Bad PPI
CC[C@H](C)[C@@H]1NC(=O)c2cc([N+](=O)[O-])cc(F)c2OCC[C@@H](C(N)=O)NC(=O)[C@H](CCCCN)NC1=O	-1	-3	-5	0	3	9	1	-9	5[fluorescence artefact?]
CCOc1ccc(/C(O)=C2/C(=O)C(=O)N(CCN(C)C)C2c2ccccc2)cc1Cl (stereo not given)	-2	2	-2	0	2	7	5	23	0[fluorescence artefact?]
CCOC(=O)c1c(NC(C)=O)sc2c(O)c(Br)cc(Br)c12	-3	4	8	0	15	11	27	-8	7[fluorescence artefact?]
Cc1c(NC(=O)c2ccccc2NS(=O)(=O)c2ccc(F)cc2)c(=O)n(-c2ccccc2)n1C	-6	1	-3	-1	-1	7	-1	-3	3[fluorescence artefact?]
O=C(Nc1ccc(CN2CCS(=O)(=O)CC2)cc1)c1ccc(Cl)cc1	-4	16	-2	11*	-1	3	-2	-1	-3
C[C@@H]1CC=C[C@H]2[C@H]1C(=O)N(Cc1ccccc1)[C@H]2c1ccc(-c2ccc(F)cc2)cc1F	9	4	9	·	1	17	-2	8	-4
COc1ccc(CNCCNC(=O)c2ccco2)c(OC)c1OC	-5	0	-6	-2	2	9	6	-31	21
CC(C)CC(=O)Nc1ccc2oc(-c3cccnc3)nc2c1	-8	0	-10	2	-1	-6	-1	-6	-8
COC(=O)c1c(NC(=O)c2ccc(Br)o2)sc(C)c1C	2	8	-10	-2	2	-8	-2	-26	-9
CCC(=O)c1ccc(OCCn2cncn2)cc1	-12	-1	-5	-2	1	-4	-3	0	13
COc1cc(/C=C2/C(=N)N3OC(C)=CC3=NC2=O)ccc1OC(=O)c1ccco1	0	22	-1	-1	2	7	-4	2	-6
Cc1ccc(C)c(CSc2nnc([C@@H](N)C(C)C)o2)c1	3	1	-1	1	-1	12	-7	-1	37[fluorescence artefact?]
COc1cccc(C(=O)C[n+]2ccccc2/C=N/O)c1	-7	-4	0	3	-3	2	0	-8	12
CCCC(C(=O)NC1=NCCS1)c1ccccc1 (stereo not given)	0	11	-7	5	0	10	0	2	4
CC1(C)CC(C(CC(=O)N2CCCC2)Cc2ccccc2)CCO1 (stereo not given)	3	16	4	-1	3	11	-7	3	8

Whole records, quoted from the list. Order of values: Thrombin inh	Hck-Nef inh	FXIa inh	Wee1 degr inh	Runt-CBFb FRET	FXIIa inh 1536	Runt-SMMHC FRET	KLK5 inh	14-3-3 Bad PPI
`COc1cccc(C(=O)C[n+]2ccccc2/C=N/O)c1` is entered as -7	-4	0	3	-3	2	0	-8	12
`CCOC(=O)c1c(NC(C)=O)sc2c(O)c(Br)cc(Br)c12` is entered as -3	4	8	0	15	11	27	-8	7[fluorescence artefact?]
`CC(C)CC(=O)Nc1ccc2oc(-c3cccnc3)nc2c1` is entered as -8	0	-10	2	-1	-6	-1	-6	-8

Remaining list, next part:
SMILES	Thrombin inh	Hck-Nef inh	FXIa inh	Wee1 degr inh	Runt-CBFb FRET	FXIIa inh 1536	Runt-SMMHC FRET	KLK5 inh	14-3-3 Bad PPI
Cc1ccc(CN2CCN(Cc3cc(=O)c4ccccc4[nH]3)CC2CCO)o1 (stereo not given)	-8	14	-4	2	2	3	17	-4	-10
CCOC(=O)Cc1csc(SCC(=O)Nc2cc(Cl)ccc2Oc2ccccc2)n1	-4	-18	-6	0	0	-2	-2	-6	3
CC(=O)N1CCN(c2ccccc2NC(=O)c2cc(Br)ccc2Cl)CC1	5	1	-5	0	0	-7	-4	-9	-1
COCCCn1c(CCC(=O)O)ccc1-c1ccc(F)cc1	-3	5	3	0	3	12	27	-21	9
Cc1c(NC(=S)N/N=C/c2ccc(Br)cc2)c(=O)n(-c2ccccc2)n1C	-3	14	-1	-1	3	6	3	-2	-3
COc1cc(OC)cc(C(=O)NC2=NCCS2)c1	4	-1	6	-3	2	17	0	-5	-4
COc1cc(OC)c2c(c1C(CCN1CCOCC1)c1ccc(N(C)C)cc1)OC(=O)CC2c1ccc(N(C)C)cc1 (stereo not given)	-1	19	-1	·	0	5	1	1	-2
CSC1=C(C#N)C(c2cccs2)CC(=O)N1C (stereo not given)	·	0	·	-2	-2	·	1	·	·
Cc1ccc(OC(=S)Nc2ccc(F)cc2)cc1	-2	0	2	-2	0	6	2	-1	-6
O=C(O)c1cccc(NS(=O)(=O)c2ccc(-c3ccc(S(=O)(=O)Nc4cccc(C(=O)O)c4)cc3)cc2)c1	-4	16	-6	-3	-2	-1	0	-8	-12
COc1cccc(/C=N/NC(=O)CNC(=O)COc2cccc(C)c2)c1O	0	-4	1	5	6	7	5	-10	-5
COC(=O)c1nc(NC(=O)c2ccccc2Cl)n[nH]1	·	2	7	0	1	82*	-8	48*	7
CC(C)c1ccc(/C=C2\NC(=S)N(Cc3cccnc3)C2=O)cc1	2	-7	3	0	9	9	28	·	-17
Nc1nonc1-n1nnc(C(=O)N/N=C/c2cc(Br)ccc2O)c1CSC1=NCCS1	-7	-1	-7	1	-12	2	-19	-12	3[fluorescence artefact?]
CN1CN(C)C(c2ccncc2)=C1c1ccncc1	5	2	4	-1	2	21	4	13	0
CCOC(=O)Cc1nnc(Nc2ccc(C)cc2)c2ccccc12	3	-1	4	3	-1	12	-1	-6	-7
O=C(Cc1ccc(F)cc1)N1CCN=C1SCc1ccc([N+](=O)[O-])cc1	3	3	7	-1	0	4	3	1	12
S=C(NCc1ccccc1)NCc1ccccn1	-6	15	-4	-2	2	-1	1	-8	-5
Cc1cc(-n2c(SCc3ccccc3F)nc3n[nH]c(C)c3c2=N)ccc1Cl	-6	16	1	-2	3	10	4	3	-10
Cc1nc2[nH]c(=S)n(C)c(=O)c2nc1C	2	8	8	4	-4	9	0	-7	-2
COc1ccc2c(c1)OC1(C)CC2C(C(=O)c2ccccc2OC)C(=O)N1 (stereo not given)	-3	-6	-4	-4	1	2	2	-11	3
COc1ccc(NC(=O)CSc2nc3ncccc3[nH]2)cc1OC	-6	-2	-5	11*	-1	4	2	1	-4
CSc1oc(-c2ccco2)nc1S(=O)(=O)c1ccc(F)cc1	1	2	2	0	-5	13	-9	-9	4
CCCCCN=C(C)c1c(O)c2ccccc2oc1=O	6	0	6	-3	-2	5	-2	-18	4
CC1(C)CC(NC(=O)COc2ccc([N+](=O)[O-])cc2)CC(C)(C)N1	5	-5	-9	-4	1	4	4	-7	-3
CC(C)(C)NC(=O)C(c1ccc(O)cc1)N(C(=O)CCC(=O)Nc1nccs1)c1ccc(F)cc1 (stereo not given)	-11	25	0	-2	0	8	2	6	-11
N#CC1(NC(=O)COc2ccc3oc4ccccc4c3c2)CCCCC1	2	-4	-10	-2	1	-3	4	19	12[fluorescence artefact?]
O=C(CSc1nnc(CNc2ccc(Cl)cc2)n1Cc1ccccc1)NCc1ccco1	2	-14	7	-3	-4	11	-5	4	10
CCCCOc1ccc(Cl)cc1CSc1nncn1N	-5	2	7	1	0	10	-3	-19	7
COCCCNC(c1ccccc1)c1ccncc1 (stereo not given)	-8	2	-1	2	-2	13	1	-17	50
CN(C)c1nc(-c2ccccc2)cc(C(F)(F)F)c1C#N	-3	11	-1	2	38	5	95*	2	6
CC(=O)Nc1ccc(SCC(=O)OCC(=O)NC(=O)NCCC(C)C)cc1	5	-5	-4	-3	-3	10	0	-12	34
Cc1nc2c(-c3ccc(F)cc3)c(C)nn2c(C)c1CCC(=O)N1CCOCC1	-2	0	-2	-1	1	5	-2	-6	2
CSc1ccccc1NC(=O)CSCc1ccc(Br)cc1	-9	-2	-10	-1	·	-3	-4	-6	8
CCOC(=O)c1ncn2c1C(=O)OC2(C)C	-1	2	-1	2	0	5	1	-26	-1
CC(C)CNC(=O)CCc1nc(-c2ccccc2)no1	-3	11	7	1	0	11	-3	-2	-3
N/C(=N\OC(=O)/C=C/c1ccccc1)c1cccnc1	0	-8	3	-1	0	14	2	5	1
CC(C)(C)c1nc(N)nc(=O)[nH]1	-2	6	2	1	1	2	-5	5	4
Cc1cc(C(=O)CN2C(=O)c3ccccc3C2=O)c(C)n1C1CC1	2	0	-14	3	-1	15	-10	4	1
Cc1c(NC2=CC(=O)CC(C)(C)C2)c(=O)n(-c2ccccc2)n1C	1	-4	-3	7	1	11	-2	-3	-5
Cc1cc([N+](=O)[O-])cc2c1-c1ncccc1C2=Nc1ccccc1	-14	0	-5	-1	1	-1	2	-11	-9
O=C(O)Cn1cc(C(=O)c2ccco2)c2ccccc21	-6	2	5	4	2	6	-4	-17	11
Cc1ccc(S(=O)(=O)N2CCN(c3ncnc4c3cnn4-c3ccccc3)CC2)cc1	2	-2	0	4	-4	12	-4	2	·
COc1ccc(CCNC(=O)c2cnn3ccccc23)c(OC)c1OC	-1	17	7	0	0	17	0	-4	2
c1ccc(-c2cc(-c3nnc4n3N=C(c3ccc5ccccc5c3)CS4)[nH]n2)cc1	-2	54*	3	2	-2	5	-6	-2	29[fluorescence artefact?]
CCOc1ccccc1C(=O)NCC(=O)O	-10	15	-2	-2	0	7	-4	0	-7
O=C(COC(=O)C1CCC1)Nc1ccccc1Sc1ccccc1	0	4	18	-1	-2	11	1	-13	-4
CCn1c(CNc2ccccc2Cl)nnc1SCCN1CCCCC1	-9	-1	-3	2	-1	2	-2	0	9
Cc1ccc(NC(=S)N2CCN(Cc3ccccc3)CC2)cc1	-14	25	-2	0	-2	6	2	0	-16
CCOC(=O)N1CCN(C(=O)CSc2ccc(-c3ccc(OC)c(OC)c3)nn2)CC1	0	5	0	-2	0	6	1	0	2
O=C(CSCc1ccc(Cl)cc1)N1CCOCC1	-5	0	4	-2	-1	11	3	-7	-15
COc1ccc2nc(/N=C/c3c(C)[nH]n(-c4ccc(C)cc4)c3=O)sc2c1	-2	10	8	-2	2	4	-2	-58	0[fluorescence artefact?]
COc1cc(/C=N/NC(=O)c2cccc([N+](=O)[O-])c2)ccc1O	-9	-1	-2	2	-1	5	0	-2	-4
O=C1CNC(=O)/C(=C/c2cccs2)N1	0	12	11	0	3	7	1	27	-2
O=c1c2cc([N+](=O)[O-])ccc2nc(CN2CCN(c3ccccn3)CC2)n1-c1ccccc1F	-3	-7	-4	1	2	4	-3	-3	-8
OC1(CNCc2cn[nH]c2-c2cc3ccccc3o2)CCCCC1	3	19	2	3	0	12	0	7	6
COc1cccc(CC2(CO)CCCN(Cc3sc(N4CCCC4)nc3Cl)C2)c1 (stereo not given)	2	-2	4	0	1	13	2	·	-4
CCOC(=O)C1CCN(CC(=O)N(CC(C)C)c2c(N)n(CC(C)C)c(=O)[nH]c2=O)CC1	-3	11	-3	3	4	1	2	1	1
NS(=O)(=O)c1ccc(NS(=O)(=O)/C=C/c2ccccc2)cc1	4	4	2	2	-1	19	-3	-2	3
O=C(O)C1CCCN1c1ncccn1 (stereo not given)	5	-1	3	1	-1	10	-1	3	-9
CCCCC(=O)Nc1ccc2c(c1)nc1n2CCOC1	-8	3	-5	1	-2	4	5	-25	5

No enrichment for hits, and some 4.2% of all compounds hit somewhere here.
